CRFBP-R2 agonist = agonists of human CRF-binding protein/CRF-R2 receptor complex; HEK293 CRF-R2/CRF-BP, calcium dye fluorescence (FLIPR); percent of saturating CRF peptide response; activation, % at 13.2 µM; 350,000 compounds, 0.46% hits; AID 588473;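 active = activation of at least 50%, plus an integration ratio under a set limit after plate pattern correction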;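 note: plate controls were neutral control wells without compound for no effect and CRF at EC100 for full effect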
M4 PAM = potentiates acetylcholine response at human M4 receptor; CHO-K1 hM4/Gqi5, Fluo-8 calcium fluorescence, ACh EC20; 0% = ACh EC20, 100% = maximal ACh; 360,000 compounds, 0.4% hits; activation, % at 3 µM;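 active = activation above its plate's cutoff, the mean activation of sample wells plus 3 SD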; note: some results filed as inactive read as strong as hits
CHRM5 agonist = agonists of human muscarinic M5 receptor (CHRM5); CHO-K1 hM5 cells, Fluo-8 calcium fluorescence; 0% DMSO wells, 100% maximal acetylcholine response; activation, % at 3 µM; 360,000 compounds, 0.19% hits;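 active = activation above the run's mean over test compounds plus 3 SD, cut at about 23% in these data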;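 note: signal is peak over basal fluorescence ratio across the kinetic read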
IDE inh = inhibits human insulin-degrading enzyme in HEK cells. 320,000 compounds, 0.41% hits. AID 434962. inhibition, % at 5.59 µM. FAbetaB cleavage, fluorescence polarization. P14735;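 active = percent inhibition above the average of all tested compounds plus 3 SD, set per screening campaign, cut at about 16% in these data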;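 note: IDE supplied by intact live HEK cells; FP after avidin binding of uncleaved biotin substrate so inhibition keeps polarization high; 0% = DMSO wells and 100% = 60 µM reference IDE inhibitor Ii1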
Target sequence (P14735 whole entry, looked up): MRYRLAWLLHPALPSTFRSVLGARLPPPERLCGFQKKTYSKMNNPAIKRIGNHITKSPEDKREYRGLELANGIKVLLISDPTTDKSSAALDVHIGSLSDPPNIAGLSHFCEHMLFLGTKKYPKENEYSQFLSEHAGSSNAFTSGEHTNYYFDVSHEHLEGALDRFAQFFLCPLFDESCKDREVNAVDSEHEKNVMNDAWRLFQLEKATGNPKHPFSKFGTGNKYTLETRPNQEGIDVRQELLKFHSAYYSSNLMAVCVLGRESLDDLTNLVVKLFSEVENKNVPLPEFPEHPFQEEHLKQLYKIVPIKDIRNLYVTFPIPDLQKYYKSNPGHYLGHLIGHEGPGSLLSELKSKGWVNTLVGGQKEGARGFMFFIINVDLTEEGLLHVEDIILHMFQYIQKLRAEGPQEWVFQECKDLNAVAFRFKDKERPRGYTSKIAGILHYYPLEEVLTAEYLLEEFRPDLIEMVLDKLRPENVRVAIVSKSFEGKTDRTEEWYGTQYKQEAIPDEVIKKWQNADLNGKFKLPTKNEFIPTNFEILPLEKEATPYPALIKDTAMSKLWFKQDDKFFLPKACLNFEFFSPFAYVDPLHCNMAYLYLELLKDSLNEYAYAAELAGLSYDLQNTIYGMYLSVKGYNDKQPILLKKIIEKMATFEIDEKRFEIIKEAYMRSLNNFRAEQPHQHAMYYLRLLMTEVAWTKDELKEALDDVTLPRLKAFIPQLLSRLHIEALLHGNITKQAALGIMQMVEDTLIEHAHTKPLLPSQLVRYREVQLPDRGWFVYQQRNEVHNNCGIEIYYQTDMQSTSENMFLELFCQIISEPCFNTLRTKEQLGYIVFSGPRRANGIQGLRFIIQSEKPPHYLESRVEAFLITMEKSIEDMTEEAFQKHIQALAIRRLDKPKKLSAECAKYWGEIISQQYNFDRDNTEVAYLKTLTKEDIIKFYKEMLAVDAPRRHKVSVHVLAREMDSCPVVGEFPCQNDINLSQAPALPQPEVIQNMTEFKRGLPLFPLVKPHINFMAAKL
CRFR2-BP antag = CRF-BP/CRF-R2 complex antagonism. HEK293 CRF-R2/CRF-BP, CRF-induced calcium fluorescence. inhibition, % at 11.8 µM. 350,000 compounds, 0.59% hits. AID 588475;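 active = inhibition of the ligand-induced calcium signal above about 50% at the single tested concentration, limit read from the data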
M5 antag = antagonists of human muscarinic M5 receptor (CHRM5); CHO-hM5 cells, Fluo-8 calcium fluorescence, ACh EC80; inhibition, % at 3 µM; AID 624040; 360,000 compounds, 0.59% hits; P08912;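 active = inhibition above a per-plate cutoff, the mean of that plate's test compounds plus 3 SD, cut at about 27% in these data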;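 note: 0% = acetylcholine EC80 with DMSO and 100% = DMSO without agonist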
M4 antag = blocks acetylcholine activation of human M4 receptor. P08173. CHO-hM4 cells, ACh EC80, Fluo-8 calcium fluorescence. inhibition, % at 3 µM. 360,000 compounds, 0.73% hits. AID 624125;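 active = inhibition above its plate's cutoff, the mean inhibition of sample wells plus 3 SD, cut at about 27% in these data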;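 note: 0% = acetylcholine EC80 with DMSO and 100% = DMSO without agonist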
M5 PAM = CHRM5 positive allosteric modulation; CHO-K1 hM5, Fluo-8 calcium, ACh EC20 PAM; 0% = ACh EC20, 100% = ACh EC100; activation, % at 3 µM; P08912; 360,000 compounds, 0.3% hits; AID 624038;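 active = activation above the run cutoff, the mean activation of all test compounds plus 3 SD, cut at about 18% in these data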
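Probe or stimulus: acetylcholine, EC20 level; Assay system: human M5 receptor in CHO-K1 cells; Schedule: compound preincubation 140 s before EC20 acetylcholine addition; Technique: intracellular calcium via Fluo-8 fluorescence; Dosing: single-point, 3 µM nominal; Read-out basis: percent activation from peak-over-basal fluorescence ratio, scaled EC20-to-EC100 acetylcholine; Repeats: one well per compound, no replicates.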
CHRM4 agonist = agonists of human muscarinic M4 receptor (CHRM4); P08173; AID 624127; 360,000 compounds, 0.14% hits; CHO-K1 hM4/Gqi5, Fluo-8 calcium fluorescence; vehicle 0%, full acetylcholine response 100%; activation, % at 3 µM;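 active = activation above the run mean over all test wells plus 3 SD, cut at about 32% in these data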;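 note: peak over basal fluorescence ratio per well then scaled between controls; 0% = DMSO wells and 100% = acetylcholine at EC100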
* hit, by the source's call; · = no result given.

SMILES	CRFBP-R2 agonist	M4 PAM	CHRM5 agonist	IDE inh	CRFR2-BP antag	M5 antag	M4 antag	M5 PAM	CHRM4 agonist
S=C1NC2=C(CCCC2=C2SCCS2)C(c2ccccc2)N1 (configuration not stated)	21	-14	5	4	-37	3	-7	-14	18
Cc1ccc(C2(C)NC(=O)N(CC(=O)Nc3ccc4c(c3)OCO4)C2=O)cc1 (configuration not stated)	-0.5	1	8	0	-18	-1	6	-3	5
Cc1ccc(NC2CCCN(C(=O)CSc3ccncc3)C2)cc1C (configuration not stated)	0.7	-4	-7	·	2	-5	6	10	1
CCN(CC)c1ccc(NC(=O)CSc2ccsc2[N+](=O)[O-])c(C)c1	0.3	-11	-6	3	11	5	1	-6	1
COc1ccc(S(=O)(=O)N2CCN(CC(=O)Nc3cccc(F)c3)CC2)cc1	0.2	10	2	8	-12	2	-3	-4	4
CN(Cc1ccncc1)C(=O)[C@@H]1CCCN1C(=O)[C@@H]1CCCN1	·	13	2	·	·	0	-3	3	1
COc1ccccc1NC(=O)C1=C(C)NC2=C(C(=O)CCC2)C1c1ccc2c(c1)OCO2 (configuration not stated)	0.8	-1	-1	-4	-15	-2	7	0	2
Cc1cc2nc(C3CCCCC3)c(Cc3cccc(Cl)c3)n2c(C)c1Br	·	-2	-1	·	·	8	10	-2	-1
CC(=O)c1ccc(NC(=O)C(C)Sc2nnc(C3CC3)n2C2CC2)cc1 (configuration not stated)	1.0	3	-1	-9	5	1	-1	1	-1
O=C(O)/C=C/C(=O)Nc1ccc2c(c1)NC(=O)CO2	1.9	-2	-1	2	-13	-10	2	-1	0
CCCCN(CCCC)CCCNC(=O)c1ccc2nc(-c3ccccc3NC(C)=O)c(=O)[nH]c2c1	0.1	7	-3	-3	7	-1	-6	-11	0
c1ccc(CSc2ccc(-c3ccc4c(c3)OCO4)nn2)cc1	0.8	8	2	2	15	-3	8	4	0
COc1cc(Cl)ccc1OCc1cc(C(=O)NCC(C)(C)N2CCOCC2)no1	-1.6	-9	-4	·	5	-6	1	6	2
Cc1nccn1CCN(C)Cc1cn(Cc2ccccc2)nc1-c1ccc2c(c1)OCO2	1.8	-13	-2	-7	-29	19	-3	-16	17
CC1(C)CC2CC(C)(CN2CC(O)COc2ccccc2)C1 (configuration not stated)	0.4	4	-2	-5	3	5	-8	2	1
COc1cccc(CN(CC(=O)NCC2CCCO2)C(=O)CNS(=O)(=O)c2ccccc2)c1 (configuration not stated)	-0.4	3	2	1	-14	-13	-1	8	2
O=C(c1cccc2c1-c1ccccc1/C2=N/O)N1CCCCC1	2.7	2	-2	2	-29	1	3	-1	0
COc1nc(Oc2ccc(=O)n(C)n2)nc(N(C)C)n1	-0.7	-2	-1	7	31	1	-1	5	0
CCc1cccc(CC)c1NC(=S)NC(C)c1ccccc1 (configuration not stated)	-0.8	-9	-4	5	-5	0	-9	-9	8
COc1ccc(S(=O)(=O)N2CCOCC2)cc1NC(=O)COC(=O)CCS(=O)(=O)c1ccc(C)cc1	1.1	4	-5	·	-7	-4	0	7	3
COc1ccc(N=Nc2cnc(C)nc2-c2ccccc2)cc1	3.2	-5	-1	-4	-10	11	-10	1	3
CCOC(=O)C(=O)Nc1sc(C(=O)N(CC)CC)c(C)c1C#N	3.9	-2	0	4	1	9	8	3	1
COc1ccccc1N1CCN(C(=O)COc2cccc3ccccc23)CC1	-0.6	1	-4	0	6	0	-6	-2	5
CCN(CC(=O)Nc1cccc(OC)c1)C(=O)c1cnc(Cl)c(Cl)c1	1.1	0	-2	2	-20	13	-2	-2	1
O=C(O)COc1ccc(-c2nc(-c3ccccc3)c(-c3ccccc3)[nH]2)cc1	0.5	4	-3	-7	-11	15	3	-2	1
COc1ccc(CN2CCCC(C(=O)Nc3cccc(-n4cccn4)c3)C2)c(F)c1 (configuration not stated)	0.5	3	-2	-1	-17	12	0	3	6
NS(=O)(=O)c1ccc2c(c1)C1C=CCC1C(C1CC=CCC1)N2 (configuration not stated)	7.6	5	-6	0	3	-1	-8	8	1
COc1ccc(C(=O)OCC(=O)N2CCc3ccccc32)cc1S(=O)(=O)N1CCOCC1	-2.6	-4	1	5	-2	9	2	0	1
CC(C)COc1ccc(-c2cc(C(=O)NN)[nH]n2)cc1	-1.4	7	2	1	-28	-7	0	0	3
CN1CCC(=NOc2ccc([N+](=O)[O-])cc2)CC1	3.6	1	-2	2	10	2	-9	-1	3
COc1ccc(NC(=O)C2CCN(C(=O)c3ccccc3)CC2)c(OC)c1	-2.9	7	1	-4	-8	7	-2	3	2
CCC1CCCCN1CCCNC(=O)c1ccc2nc(N3CCC(C)CC3)sc2c1 (configuration not stated)	-0.3	-9	-10	-2	37	24	4	-7	2
CCc1ccc(NC(=O)[C@H](Cc2ccccc2)NC(=O)C2CCN(C(=O)[C@@H](N)CC(C)C)CC2)cc1	7.3	7	2	11	-28	-1	-6	1	1
Cc1cc(OCC(=O)C(C)(C)C)c2c(C)c(C)c(=O)oc2c1	-0.8	5	-2	3	109*	-3	8	3	0
CSc1nsc(SCC(=O)Nc2ccc(C(=O)O)cc2)n1	1.4	-1	-2	-1	-4	2	-3	3	1
O=C(CSc1nc(-c2ccccc2)nc2ccccc12)Nc1cccc(C(=O)O)c1	0.4	-1	-1	2	-5	2	3	2	0
O=C(CC1SC(=O)N(Cc2ccccc2)C1=O)Nc1nccs1 (configuration not stated)	1.1	0	0	3	4	0	7	-6	2
CCOc1ccc2nc(N(CCN(C)C)C(=O)c3ccc4c(c3)CCCC4)sc2c1	3.9	14	0	-4	-11	-12	-14	2	1
O=C(NNC(=O)c1cc(Cl)nc2ccccc12)c1ccccc1F	-0.9	-5	3	0	16	3	10	7	1
CC(C)(C)c1cc(P(=O)(c2ccccc2)c2ccccc2)ccc1O	0.6	-6	1	1	-14	2	-2	3	-2
CC(=O)Nc1cccc(C(=O)Nc2ccccc2N2CCOCC2)c1	0.3	-4	0	1	9	9	-9	-11	9
CCOC(=O)c1c(C)oc2c1c(C=NC1CCS(=O)(=O)C1)c(O)c1ccccc12 (configuration not stated)	24	-3	0	-2	-6	-2	-10	-1	0
CCOC(=O)C1=C(C)NC(=S)NC1c1ccc(OC(=O)c2ccco2)cc1 (configuration not stated)	0.2	3	-2	6	29	5	3	-5	-1
Cc1ccc(-c2nnn(CC(=O)N(CC3CCCO3)C(C(=O)NC3CCCC3)c3ccc(F)cc3)n2)o1 (configuration not stated)	-0.2	4	-3	0	-5	6	10	1	0
O=C(Nc1ccc2c(c1)OCCO2)C(=O)NC1CC1	-0.1	11	-4	-3	1	-5	-22	-3	4
O=C1CN(C(=O)COC(=O)COc2ccccc2)c2ccccc2N1	-0.2	10	5	0	-3	0	-9	5	1
CCN1CCN(Cc2cc(=O)oc3ccc(Cl)cc23)CC1	-1.3	-4	-6	-5	-3	0	3	2	0
NC(=O)c1ccc(NC(=O)COC(=O)c2n[nH]c3ccccc23)cc1	1.3	7	1	1	-15	2	1	-12	0
COCC(=O)OCc1cc2cccc(C)c2[nH]c1=O	-0.1	-7	-1	-1	-1	2	1	4	1
Brc1ccc(-c2nc3ccccc3s2)s1	1.8	2	1	2	-2	-2	8	2	0

Compounds above that contain a tert-butyl group:
SMILES	CRFBP-R2 agonist	M4 PAM	CHRM5 agonist	IDE inh	CRFR2-BP antag	M5 antag	M4 antag	M5 PAM	CHRM4 agonist
Cc1cc(OCC(=O)C(C)(C)C)c2c(C)c(C)c(=O)oc2c1	-0.8	5	-2	3	109*	-3	8	3	0
CC(C)(C)c1cc(P(=O)(c2ccccc2)c2ccccc2)ccc1O	0.6	-6	1	1	-14	2	-2	3	-2

Continued:
SMILES	CRFBP-R2 agonist	M4 PAM	CHRM5 agonist	IDE inh	CRFR2-BP antag	M5 antag	M4 antag	M5 PAM	CHRM4 agonist
O=C(COC(=O)C12CC3CC(CC(Br)(C3)C1)C2)Nc1cccnc1Cl	-0.7	2	10	2	7	16	-8	3	5
O=C(O)C1CSC(CCc2ccccc2)N1 (configuration not stated)	-0.4	7	-1	-2	11	-2	3	-2	0
C=CCn1c(SCC(=O)N2CCOCC2)nc2ccccc2c1=O	2.1	-4	-1	0	13	5	-13	-4	0
COC(=O)c1ccc(NC(=O)c2ccccc2CC[N+](=O)[O-])cc1	-2.5	-2	-4	2	16	1	7	-1	1
Cc1cc(C)cc(NC(=S)NCc2ccc(F)cc2)c1	-1.7	-5	-3	-2	16	2	1	-9	3
CCN(C(=O)CSc1nnnn1C)c1c(N)n(Cc2ccccc2)c(=O)[nH]c1=O	-0.1	1	2	0	14	-4	2	-1	2
CCc1nnc(NC(=O)CCC(=O)N2CCN(c3ccccn3)CC2)s1	-4.2	2	-1	5	-65	3	7	-7	1
O=C(c1cccc(NS(=O)(=O)c2ccccc2)c1)N1CCN(c2ccccc2)CC1	-1.2	8	5	0	-3	4	-5	-8	9
O=C(NCc1ccc2c(c1)OCO2)C1CCN(S(=O)(=O)c2cccc3nsnc23)CC1	-0.8	6	-3	0	-5	-3	5	3	0
Cc1c(CN2CCN(c3cccc(C(F)(F)F)c3)CC2)c(=O)n(-c2ccccc2)n1C	0.1	-3	-4	-3	-5	-7	-2	8	3

One compound at a time (already shown). Order of screens: CRFBP-R2 agonist, M4 PAM, CHRM5 agonist, IDE inh, CRFR2-BP antag, M5 antag, M4 antag, M5 PAM, CHRM4 agonist
COC(=O)c1ccc(NC(=O)c2ccccc2CC[N+](=O)[O-])cc1 in the list: -2.5, -2, -4, 2, 16, 1, 7, -1, 1
CCN(C(=O)CSc1nnnn1C)c1c(N)n(Cc2ccccc2)c(=O)[nH]c1=O in the list: -0.1, 1, 2, 0, 14, -4, 2, -1, 2
O=C(O)C1CSC(CCc2ccccc2)N1 (configuration not stated) in the list: -0.4, 7, -1, -2, 11, -2, 3, -2, 0
Cc1cc(C)cc(NC(=S)NCc2ccc(F)cc2)c1 in the list: -1.7, -5, -3, -2, 16, 2, 1, -9, 3

(more compounds)
SMILES	CRFBP-R2 agonist	M4 PAM	CHRM5 agonist	IDE inh	CRFR2-BP antag	M5 antag	M4 antag	M5 PAM	CHRM4 agonist
O=C(/C=C/c1cccc(OCc2ccccc2)c1)c1cccnc1	-0.6	-5	2	5	4	2	8	-6	3
CS(=O)(=O)Nc1ccc2c(c1)OCC(=O)N2Cc1ccccc1	0.1	9	6	5	0	9	-6	0	0
CC(C)C[C@@H](CNCC(=O)[C@H](CC(=O)O)NC(=O)c1[nH]cnc1C(=O)N[C@H](CN)CC(C)C)NC(=O)c1nc[nH]c1C(=O)N[C@@H](C)C(=O)O	-3.5	-1	3	·	17	-6	-1	0	0
COC(=O)CCC1(C(N)=O)CCC(=O)c2ccccc21 (configuration not stated)	0.9	9	2	·	5	3	-11	-2	1
Cc1cc(C)n2nc(CNS(=O)(=O)c3c(F)c(F)c(F)c(F)c3F)nc2n1	-0.4	3	-3	1	0	13	1	3	0
CC(NC(=S)NC1CCCCC1)C(c1ccccc1)N1CCOCC1 (configuration not stated)	-7.8	-3	-6	-5	24	-2	-2	6	0
Cc1ccc2oc(=O)c3cnn(CC(=O)NC4CCCCC4C)c3c2c1 (configuration not stated)	-1.4	3	3	6	19	8	-12	-6	-1
Cc1cccc(-c2nc(CS(=O)CC(=O)N3CCc4ccccc4C3)c(C)o2)c1 (configuration not stated)	-1.4	1	-1	3	-3	3	-1	-5	4
Cn1nc(C(C)(C)C)c(NC(=O)c2ccc(F)cc2)c1C(C)(C)C	-0.6	13	1	0	-4	11	-6	-1	0

Screens from PubChem BioAssay.
